EP2 antag = inhibitors of human EP2 prostaglandin E2 receptor | 260,000 compounds, 0.52% hits | inhibition, % at 25 µM | P43116 | C6 glioma cells expressing human EP2, cAMP TR-FRET; cells stimulated with saturating PGE2 | AID 1422;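 active = percent inhibition above 40 after rounding to a whole number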;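 note: rat C6 glioma host cells with rolipram phosphodiesterase inhibitor present; the protocol text gives 20 µM as final concentration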
Target sequence (P43116 whole entry, looked up): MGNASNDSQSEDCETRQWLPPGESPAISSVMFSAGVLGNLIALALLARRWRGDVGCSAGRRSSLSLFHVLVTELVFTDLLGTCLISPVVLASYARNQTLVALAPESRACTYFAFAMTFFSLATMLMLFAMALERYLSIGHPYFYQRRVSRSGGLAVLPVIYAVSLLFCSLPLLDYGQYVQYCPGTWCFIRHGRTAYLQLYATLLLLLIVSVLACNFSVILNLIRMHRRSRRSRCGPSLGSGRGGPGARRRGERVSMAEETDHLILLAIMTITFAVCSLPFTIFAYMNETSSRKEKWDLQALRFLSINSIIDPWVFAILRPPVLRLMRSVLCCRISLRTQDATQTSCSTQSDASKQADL
FXIa inh = factor XIa (human) inhibition. 220,000 compounds, 0.14% hits. inhibition, % at 5 µM. purified FXIa, Boc-Glu-Ala-Arg-AMC fluorogenic substrate. P03951;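 active = inhibition of at least 40%; inactive = inhibition below 40%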;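 note: fluorescence of freed AMC excited at 355 nm; 0% = enzyme without compound and 100% = no enzyme blank; many of its hits are not listed in these tables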
PPC-1+TRAIL kill = PPC-1 cancer cell killing with TRAIL present; PPC-1 cells + TRAIL, ATPLite viability luminescence; cell killing (% activity), % at 4 µM; 220,000 compounds, 0.41% hits;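 active = cell killing above 50% in the first pass at 4 µM, then a duplicate retest at 5 µM averaging 50% or more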;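 note: plate controls were cells with TRAIL plus DMSO for no effect and medium-only wells lacking cells for full effect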
Wee1 degr inh = blocks degradation of human Wee1 kinase; P30291; HeLa Luc-Wee1K328M stability, luciferase luminescence; 100% = proteasome inhibitor MG132 effect; reporter increase, % at 5 µM; 220,000 compounds, 1.2% hits; AID 1321;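 active = activation above the mean of all tested compounds plus 3 SD, set per screening run, cut at about 8.8% in these data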;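 note: cells exposed to compound for 20 h before luminescence read; 0% = DMSO alone and 100% = MG132 at 30 µM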
L929 necroptosis = L929 zVAD cell death inhibition; L929 zVAD necroptosis rescue, ATP luminescence, 24 h; with zVAD 60 µM; AID 1377; viability rescue, % at 10 µM; 220,000 compounds, 0.38% hits;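 active = activation, scaled between plate controls, above about 75%, limit read from the data; inactive = activation under that limit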;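 note: 0% = zVAD with DMSO and 100% = DMSO alone without zVAD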
FXIIa inh 1536 = factor XIIa (human) inhibition; 220,000 compounds, 0.3% hits; inhibition, % at 5 µM; purified FXIIa, Boc-QGR-AMC fluorogenic substrate, 2 h; P00748; in the data active = inhibition above about 40%;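 note: 0% = enzyme with no compound and 100% = blank without enzyme; many of its hits are not listed in these tables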
Target sequence (P00748 20-372 limits assumed): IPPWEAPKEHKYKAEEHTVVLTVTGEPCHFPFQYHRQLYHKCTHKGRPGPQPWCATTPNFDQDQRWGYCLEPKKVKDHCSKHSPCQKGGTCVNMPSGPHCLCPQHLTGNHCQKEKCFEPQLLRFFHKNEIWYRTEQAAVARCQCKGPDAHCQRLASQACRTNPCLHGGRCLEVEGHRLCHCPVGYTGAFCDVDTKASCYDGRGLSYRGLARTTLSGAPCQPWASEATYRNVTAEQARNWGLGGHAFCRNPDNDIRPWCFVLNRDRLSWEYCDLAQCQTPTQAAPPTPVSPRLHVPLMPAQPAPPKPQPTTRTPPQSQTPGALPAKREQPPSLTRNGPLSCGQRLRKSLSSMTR
Target sequence (P00748 373-615 limits assumed): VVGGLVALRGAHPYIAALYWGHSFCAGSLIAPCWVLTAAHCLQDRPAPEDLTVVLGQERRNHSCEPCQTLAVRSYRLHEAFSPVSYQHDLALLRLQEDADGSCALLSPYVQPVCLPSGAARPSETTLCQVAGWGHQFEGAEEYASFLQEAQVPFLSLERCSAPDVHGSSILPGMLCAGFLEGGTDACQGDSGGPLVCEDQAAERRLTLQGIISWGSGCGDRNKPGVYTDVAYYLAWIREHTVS
CHOP inh = CHOP inhibition in unfolded protein response. inhibition, % at 10 µM. 220,000 compounds, 3.8% hits. CHO-K1 CHOP-promoter luciferase, tunicamycin-induced, 15-18 h;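 active = compounds that reduced the stress-induced luciferase reporter signal by more than about 70% of percent inhibition, limit read from the data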;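 note: 0% = tunicamycin plus vehicle and 100% = wells without tunicamycin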
TNF death inh = inhibitors of TNF-alpha induced necroptosis in Jurkat FADD-/- cells; Jurkat FADD-/- TNF necroptosis rescue, ATP luminescence, 24 h; 0 = TNF only, 100 = no-TNF cells; AID 463075; 220,000 compounds, 0.068% hits; activation (protection from cell death), % at 10 µM;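 active = activation, meaning protection from cell death, of at least 50% relative to plate controls; inactive = activation below 50%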;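 note: necroptosis triggered by 40 ng/mL TNF-alpha added together with compound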
TbHK1 inh = blocks Trypanosoma brucei hexokinase 1 activity; recombinant TbHK1, G6PDH-coupled NADH A340; inhibition, % at 10 µM; 220,000 compounds, 0.11% hits; AID 1430;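 active = inhibition of 50% or more in the single-dose primary screen; inactive = inhibition below 50%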
Active calls of the source: *.

How did CS(=O)(=O)N(CC(=O)Nc1ccccc1Sc1ccccc1)c1cccc(Br)c1 do in these assays?
EP2 antag: 13; FXIa inh: 12; PPC-1+TRAIL kill: 8; Wee1 degr inh: 0; L929 necroptosis: 0.0; FXIIa inh 1536: 16; CHOP inh: 77*; TNF death inh: -2.4; TbHK1 inh: 2

How did CCn1c(SCC(=O)Nc2cc(NC(C)=O)ccc2OC)nnc1-c1cccnc1 do in these assays?
EP2 antag: 11; FXIa inh: 20; PPC-1+TRAIL kill: 26; Wee1 degr inh: 3; L929 necroptosis: -0.1; FXIIa inh 1536: 23; CHOP inh: -13; TNF death inh: -0.3; TbHK1 inh: -4

Results for CN(C)c1ccc(C=Nc2cnn(C)c2C(N)=O)cc1 ?
EP2 antag: 10; FXIa inh: 9; PPC-1+TRAIL kill: 11; Wee1 degr inh: -1; L929 necroptosis: 0.9; FXIIa inh 1536: 20; CHOP inh: 11; TNF death inh: -1.0; TbHK1 inh: -56

How did C=CCOC(=O)C1=C(C)OC(N)=C(C#N)C1c1c(C)nn(-c2ccccc2)c1Cl (stereo not given) do in these assays?
EP2 antag: 5; FXIa inh: 1; PPC-1+TRAIL kill: -1; Wee1 degr inh: 2; L929 necroptosis: -0.1; FXIIa inh 1536: 8; CHOP inh: 34; TNF death inh: -2.2; TbHK1 inh: -2

How did O=C(CN1C(=O)c2cccc3cccc1c23)Nc1cccnc1 do in these assays?
EP2 antag: 13; FXIa inh: -4; PPC-1+TRAIL kill: 9; Wee1 degr inh: -1; L929 necroptosis: 0.1; FXIIa inh 1536: 4; CHOP inh: 19; TNF death inh: 0.6; TbHK1 inh: -5

Results for CCCCSc1nc(CCC)cc(=O)[nH]1 ?
EP2 antag: 5; FXIa inh: -4; PPC-1+TRAIL kill: 12; Wee1 degr inh: 0; L929 necroptosis: 0.1; FXIIa inh 1536: 11; CHOP inh: 1; TNF death inh: 0.4; TbHK1 inh: -3

What do the screens show for `Cc1ccc(-c2nn(-c3ccccc3)cc2C(=O)Nc2ccc(C)c(S(=O)(=O)N3CCOCC3)c2)cc1`?
EP2 antag: 12; FXIa inh: -3; PPC-1+TRAIL kill: 4; Wee1 degr inh: 4; L929 necroptosis: 0.6; FXIIa inh 1536: 8; CHOP inh: 51; TNF death inh: 2.4; TbHK1 inh: -13

What do the screens show for `O=C(c1cccc(S(=O)(=O)Nc2cccc(C(F)(F)F)c2)c1)N1CCOCC1`?
EP2 antag: 6; FXIa inh: -2; PPC-1+TRAIL kill: 8; Wee1 degr inh: -3; L929 necroptosis: -0.2; FXIIa inh 1536: 5; CHOP inh: -14; TNF death inh: -0.3; TbHK1 inh: -9

How did O=S(=O)(Nc1nc2ccccc2nc1Nc1ccc(N2CCOCC2)cc1)c1cc(Cl)ccc1Cl do in these assays?
EP2 antag: 9; FXIa inh: -4; PPC-1+TRAIL kill: -2; Wee1 degr inh: 4; L929 necroptosis: 2.6; FXIIa inh 1536: 11; CHOP inh: 74*; TNF death inh: 0.3; TbHK1 inh: -11

Results for CCOC(=O)CNC(=O)CSc1nnc(-c2cccc(C)c2)n1-c1ccc(OC)cc1 ?
EP2 antag: 14; FXIa inh: 2; PPC-1+TRAIL kill: -3; Wee1 degr inh: 0; L929 necroptosis: -0.6; FXIIa inh 1536: 2; CHOP inh: 28; TNF death inh: -2.7; TbHK1 inh: 4

What do the screens show for `Cc1nc(Sc2ccccc2)c(C#N)c(C)c1[N+](=O)[O-]`?
EP2 antag: 7; FXIa inh: 0; PPC-1+TRAIL kill: 9; Wee1 degr inh: -2; L929 necroptosis: -0.2; FXIIa inh 1536: 9; CHOP inh: 11; TNF death inh: 9.3; TbHK1 inh: -3

How did O=C(O)CC1(CC(=O)Nc2ccc3c(c2)C(=O)OC3)CCCCC1 do in these assays?
EP2 antag: 4; FXIa inh: -4; PPC-1+TRAIL kill: 22; Wee1 degr inh: -3; L929 necroptosis: 0.7; FXIIa inh 1536: 1; CHOP inh: -3; TNF death inh: 2.4; TbHK1 inh: -6

Results for Cc1cccc(Oc2ccc(C(=O)NC3CCSC3=O)cn2)c1C (stereo not given) ?
EP2 antag: 8; FXIa inh: 0; PPC-1+TRAIL kill: -20; Wee1 degr inh: 0; L929 necroptosis: 0.1; FXIIa inh 1536: 10; CHOP inh: 49; TNF death inh: -1.3; TbHK1 inh: 6

How did O=C(CNC(=O)c1cccs1)OCC(=O)c1ccc2ccccc2c1 do in these assays?
EP2 antag: 6; FXIa inh: 2; PPC-1+TRAIL kill: 8; Wee1 degr inh: -2; L929 necroptosis: -0.1; FXIIa inh 1536: 11; CHOP inh: -1; TNF death inh: -0.6; TbHK1 inh: -1

What do the screens show for `CCCCNC(=O)c1c(O)c2cccc3c2n(c1=O)CCC3`?
EP2 antag: 5; FXIa inh: 6; PPC-1+TRAIL kill: 17; Wee1 degr inh: 0; L929 necroptosis: 1.6; FXIIa inh 1536: 4; CHOP inh: 17; TNF death inh: 1.3; TbHK1 inh: 0

What do the screens show for `CCN(CC)c1ccc(/C=N/NC(=O)OC(C)(C)C)cc1`?
EP2 antag: 12; FXIa inh: -1; PPC-1+TRAIL kill: 20; Wee1 degr inh: 3; L929 necroptosis: 19; FXIIa inh 1536: 2; CHOP inh: 6; TNF death inh: 0.5; TbHK1 inh: -71

Results for Cc1cccc(/C=C2/C(=O)/C(=C/c3ccccc3C)C3CCC2N3C)c1 (stereo not given) ?
EP2 antag: 15; FXIa inh: 2; PPC-1+TRAIL kill: -4; Wee1 degr inh: -5; L929 necroptosis: -0.1; FXIIa inh 1536: 18; CHOP inh: 23; TNF death inh: -3.8; TbHK1 inh: -15

What do the screens show for `Cn1c(=O)oc2cc(S(=O)(=O)NCC3CCCO3)ccc21` (stereo not given)?
EP2 antag: 12; Wee1 degr inh: -3; L929 necroptosis: -0.7; TNF death inh: -0.8; TbHK1 inh: 6

What do the screens show for `Cc1cc(NC(=O)Cc2ccccc2)ccc1NC(=O)c1cccs1`?
EP2 antag: 8; FXIa inh: -5; PPC-1+TRAIL kill: -14; Wee1 degr inh: 0; L929 necroptosis: 2.0; FXIIa inh 1536: 7; CHOP inh: 8; TNF death inh: -0.2; TbHK1 inh: 0

Results for COc1ccc(CN2C(=O)C3C4C=CC(C4)C3C2=O)cc1 (stereo not given) ?
EP2 antag: 3; FXIa inh: 0; PPC-1+TRAIL kill: -19; Wee1 degr inh: -1; L929 necroptosis: -0.1; FXIIa inh 1536: 12; CHOP inh: 4; TNF death inh: 5.4; TbHK1 inh: 1

How did Cc1cc(N(C)C)ccc1N=Nc1ccc2ncccc2c1 do in these assays?
EP2 antag: 20; FXIa inh: 9; PPC-1+TRAIL kill: 15; Wee1 degr inh: -1; L929 necroptosis: 0.8; FXIIa inh 1536: 18; CHOP inh: 1; TNF death inh: -4.3; TbHK1 inh: -13

Results for CC(/C=C1\SC(=S)N(CCC(=O)Nc2nc(C)cs2)C1=O)=C\c1ccccc1 ?
EP2 antag: 7; FXIa inh: 1; PPC-1+TRAIL kill: -3; Wee1 degr inh: 1; L929 necroptosis: -0.3; FXIIa inh 1536: 7; CHOP inh: 15; TNF death inh: 1.0; TbHK1 inh: -20

Results for O=C(Cn1cncn1)NCc1cccc2ccccc12 ?
EP2 antag: 5; FXIa inh: 2; PPC-1+TRAIL kill: 10; Wee1 degr inh: 0; L929 necroptosis: -0.1; FXIIa inh 1536: 9; CHOP inh: -11; TNF death inh: -1.4; TbHK1 inh: -3

How did CC1(C)CC(=O)C2=C(C1)N(Cc1ccc(F)cc1)C(=O)C2(NC(=O)c1cccnc1)C(F)(F)F (stereo not given) do in these assays?
EP2 antag: 1; FXIa inh: 6; PPC-1+TRAIL kill: 12; Wee1 degr inh: -1; L929 necroptosis: 0.9; FXIIa inh 1536: 5; CHOP inh: 38; TNF death inh: -0.4; TbHK1 inh: -3

How did COc1ccc(C(=O)Nc2nncs2)cc1S(=O)(=O)N1CC(c2ccccc2)CC1=O (stereo not given) do in these assays?
EP2 antag: 6; FXIa inh: 17; PPC-1+TRAIL kill: 23; Wee1 degr inh: 0; L929 necroptosis: -0.1; FXIIa inh 1536: 35; CHOP inh: 18; TNF death inh: 1.3; TbHK1 inh: -10

Results for O=C(/C=C/c1ccccc1)N/C(=C\c1ccco1)C(=O)NCCO ?
EP2 antag: 13; FXIa inh: 3; PPC-1+TRAIL kill: 11; Wee1 degr inh: 2; L929 necroptosis: 0.6; FXIIa inh 1536: 3; CHOP inh: 15; TNF death inh: -1.1; TbHK1 inh: -23

Results for Cc1ccc(Cn2c(SCC(=O)Nc3cc(C)on3)nc3ccccc3c2=O)cc1 ?
EP2 antag: 10; FXIa inh: 12; PPC-1+TRAIL kill: 0; Wee1 degr inh: -1; L929 necroptosis: 0.4; FXIIa inh 1536: 8; CHOP inh: 104*; TNF death inh: 2.8; TbHK1 inh: -7

How did CN=C(c1ccc([N+](=O)[O-])cc1)N1CCCCC1 do in these assays?
EP2 antag: 8; FXIa inh: 0; PPC-1+TRAIL kill: 2; Wee1 degr inh: -3; L929 necroptosis: 4.0; FXIIa inh 1536: 10; CHOP inh: -11; TNF death inh: 1.0; TbHK1 inh: -1

How did CCOc1ccc(CC(=O)Nc2nccs2)cc1OCC do in these assays?
EP2 antag: 3; FXIa inh: 5; PPC-1+TRAIL kill: 2; Wee1 degr inh: -3; L929 necroptosis: -0.8; FXIIa inh 1536: 7; CHOP inh: 7; TNF death inh: 0.3; TbHK1 inh: 5

What do the screens show for `Cc1[nH]c2ccccc2c1Cc1nnc(SCC(=O)NCc2ccco2)o1`?
EP2 antag: 6; FXIa inh: -10; PPC-1+TRAIL kill: -8; Wee1 degr inh: -3; L929 necroptosis: 3.6; FXIIa inh 1536: -3; CHOP inh: -12; TNF death inh: -0.1; TbHK1 inh: 3

How did CS(=O)(=O)N1Cc2ccccc2CC1C(=O)O (stereo not given) do in these assays?
EP2 antag: 5; FXIa inh: 1; PPC-1+TRAIL kill: -5; Wee1 degr inh: -5; L929 necroptosis: 0.0; FXIIa inh 1536: 4; CHOP inh: 2; TNF death inh: 2.0; TbHK1 inh: 11

How did COc1ccc(CC(=O)Nc2cccc(SC)c2)cc1 do in these assays?
EP2 antag: 4; FXIa inh: -7; PPC-1+TRAIL kill: 20; Wee1 degr inh: 6; L929 necroptosis: 0.0; FXIIa inh 1536: -7; CHOP inh: 21; TNF death inh: 2.8; TbHK1 inh: 2

How did Cc1ccc(C(=O)NC(=S)Nc2c(C)ccc3nsnc23)cc1 do in these assays?
EP2 antag: 9; FXIa inh: 10; PPC-1+TRAIL kill: 2; Wee1 degr inh: -3; L929 necroptosis: 0.4; FXIIa inh 1536: 15; CHOP inh: 13; TNF death inh: -0.6; TbHK1 inh: -3

Results for O=S(=O)(Nc1nc2ccccc2nc1Cl)c1ccc(Br)cc1 ?
EP2 antag: 10; FXIa inh: -1; PPC-1+TRAIL kill: 25; Wee1 degr inh: 4; L929 necroptosis: 3.0; FXIIa inh 1536: 13; CHOP inh: 14; TNF death inh: 0.4; TbHK1 inh: -5

Results for CCOC(=O)N1CCN(c2c(-c3ccc(C(C)C)cc3)c(=O)c2=O)CC1 ?
EP2 antag: 7; FXIa inh: 4; PPC-1+TRAIL kill: 3; Wee1 degr inh: 0; L929 necroptosis: -0.6; FXIIa inh 1536: 19; CHOP inh: 2; TNF death inh: -1.7; TbHK1 inh: -35

Results for Cc1ccc2nsnc2c1S(=O)(=O)N1CCOCC1 ?
EP2 antag: 5; FXIa inh: 2; PPC-1+TRAIL kill: 14; Wee1 degr inh: 5; L929 necroptosis: -0.8; FXIIa inh 1536: -11; CHOP inh: 4; TNF death inh: -2.4; TbHK1 inh: -14

Only part of the results is shown; the hit share may differ from the screen's.
